ASAP1 GAP inh: ASAP1 ArfGAP inhibition. ASAP1-stimulated ARF1 GTP hydrolysis, GDP FP detection. inhibition, % at 16.5 µM. Q9ULH1. 0.19% of 360,000 active; in the data active = inhibition above about 25%;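 also: 0% = vehicle with enzyme and substrate and 100% = no enzyme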
ABHD4 inh: inhibitors of mouse ABHD4; Q8VD66; AID 720543; 0.54% of 370,000 active; purified mABHD4, FP-Rh probe fluorescence polarization; inhibition, % at 8.92 µM;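 active = inhibition exceeding the mean over every tested compound plus 3 SD, cut at about 30% in these data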;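 also: 0% = plate median of compound wells and 100% = S159A mutant with DMSO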
Target sequence (Q8VD66 whole entry, looked up): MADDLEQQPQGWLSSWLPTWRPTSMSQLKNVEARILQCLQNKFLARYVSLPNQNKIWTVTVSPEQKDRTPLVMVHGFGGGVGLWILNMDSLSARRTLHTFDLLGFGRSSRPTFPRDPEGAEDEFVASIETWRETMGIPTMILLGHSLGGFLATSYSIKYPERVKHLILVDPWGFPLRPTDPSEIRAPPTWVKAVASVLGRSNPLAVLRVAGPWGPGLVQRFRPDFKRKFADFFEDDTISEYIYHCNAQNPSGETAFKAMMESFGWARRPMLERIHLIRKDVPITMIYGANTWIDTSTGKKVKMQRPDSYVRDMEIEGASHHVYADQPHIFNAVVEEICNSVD
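Assay system: Wild-type mouse ABHD4 protein | Medium: HEPES pH 7.0 buffer, 150 mM NaCl, 0.01% Pluronic F-127 | Incubation: Enzyme–compound pre-incubation 45 min, then probe 60 min, both 25 °C | Technique: Fluorescence polarization with parallel and perpendicular emission, 525/598 nm | Evaluation: % inhibition of FP-Rh probe binding versus controls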
HTRA1 inh: inhibitors of human serine peptidase HTRA1; Q92743; recombinant HTRA1, FP-rhodamine activity-based probe, fluorescence polarization; inhibition, % at 5.96 µM; 0.5% of 340,000 active; in the data active = inhibition above about 36%;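 also: 0% = enzyme with DMSO and 100% = wells lacking enzyme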
Target sequence (Q92743 whole entry, looked up): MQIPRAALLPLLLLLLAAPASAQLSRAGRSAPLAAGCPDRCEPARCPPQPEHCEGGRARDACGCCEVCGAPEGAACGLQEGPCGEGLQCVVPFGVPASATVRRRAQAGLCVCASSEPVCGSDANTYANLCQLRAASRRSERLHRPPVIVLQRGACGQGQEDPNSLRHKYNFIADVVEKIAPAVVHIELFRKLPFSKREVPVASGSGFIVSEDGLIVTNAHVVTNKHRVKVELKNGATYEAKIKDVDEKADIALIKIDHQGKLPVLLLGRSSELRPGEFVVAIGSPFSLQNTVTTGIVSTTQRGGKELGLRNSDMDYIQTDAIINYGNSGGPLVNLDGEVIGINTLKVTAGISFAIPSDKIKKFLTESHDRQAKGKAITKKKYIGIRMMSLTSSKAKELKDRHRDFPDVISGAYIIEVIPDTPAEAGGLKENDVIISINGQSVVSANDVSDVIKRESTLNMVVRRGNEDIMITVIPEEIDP
ARFGAP1 inh: inhibitors of rat ARFGAP1; AID 651572; inhibition, % at 16.5 µM; 0.26% of 360,000 active; Arfgap1-stimulated ARF1 GTP hydrolysis, GDP FP detection; Q62848;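 active = inhibition above a per-plate limit, mean inhibition of low control wells plus 3 SD, cut at about 25% in these data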;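 also: 0% = DMSO wells with enzyme and 100% = wells lacking Arfgap1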
Target sequence (Q62848 1-136 limits assumed): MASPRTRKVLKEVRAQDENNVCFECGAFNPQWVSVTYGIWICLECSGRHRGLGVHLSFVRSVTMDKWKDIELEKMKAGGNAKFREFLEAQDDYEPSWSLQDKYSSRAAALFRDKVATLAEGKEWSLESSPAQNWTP
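Material: truncated rat Arfgap1 GAP domain; Incubation: compound-enzyme preincubation 20 min, reaction 120 min, detection 60 min, 25 °C; Read-out: percent inhibition of Arfgap1-stimulated GTP hydrolysis; Technique: FP, GDP Alexa 633 tracer displaced from anti-GDP antibody, 620/688 nm; Controls: No-Arfgap1 wells (100%) versus DMSO full-reaction wells (0%); Replication: single well per compound.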
PG9 Ab binder: PG9 antibody binding by small molecule. TR-FRET gp120-PG9 antibody binding. inhibition, % at 6.7 µM. 0.43% of 360,000 active; in the data active = inhibition above about 8.5%
NPR2 activator: GC-B (human) receptor activation; 0.11% of 370,000 active; HEK293-GC-B cells, CNP EC30, cGMP TR-FRET; 0% at EC30 CNP, 100% saturating CNP; activation, % at 10 µM;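 active = activation at 10 µM reaching about 35% in either raw or pattern-adjusted values, limit read from the data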
NR1D1 modulator: modulates human Rev-erb alpha binding to DNA. P20393. Rev-erbα–FITC-DNA binding, fluorescence polarization, 90 min. activity, % at 10 µM. 0.79% of 370,000 active. AID 1259318;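 active = activity above about 14%, limit read from the data; passing the limit was not always enough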;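 also: 0% = DMSO wells with 35 nM protein and 100% = DMSO wells with 750 nM protein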
rCAG RNA binder: molecules binding r(CAG) RNA repeats. r(CAG) RNA repeat, TO-PRO-1 dye displacement fluorescence. inhibition, % at 3 µM. 1.3% of 370,000 active. AID 651821;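 active = inhibition above the plate cutoff, the mean of all test compounds on that plate plus 3 SD, cut at about 35% in these data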;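 also: 0% = DMSO alone and 100% = 100 µM mitoxantrone as full dye displacement; higher means more dye released from RNA so lower well fluorescence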
SMARCA2 activ: activators of SMARCA2 function | MG213 cells, MMTV-luciferase reporter, dexamethasone, overnight | 1% of 370,000 active | activation, % at 9.1 µM; in the data active = activation above about 7.8%;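 also: 0% = vehicle wells and 100% = reference activator wells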
GC-A act: GC-A (human) enzyme activation | P16066 | HEK293 GC-A cells, cGMP TR-FRET, EC30 ANP; 0% at EC30 ANP, 100% saturating ANP | activation, % at 10 µM | 0.14% of 370,000 active | AID 1671463; in the data active = activation above about 40%
Starred values were filed as active, the others as inactive; . = no result given.

SMILES | ASAP1 GAP inh | ABHD4 inh | HTRA1 inh | ARFGAP1 inh | PG9 Ab binder | NPR2 activator | NR1D1 modulator | rCAG RNA binder | SMARCA2 activ | GC-A act
O=C(O)C1CCCN(S(=O)(=O)Cc2ccccc2)C1 (stereo unspecified) | -4 | -3 | 3 | 0 | -0.1 | 0 | 0 | -1 | -1 | 5
CCOC(=O)Cc1csc(N/N=C/c2cccc([N+](=O)[O-])c2)n1 | -9 | 5 | 6 | -5 | 0.9 | 2 | 3 | 4 | -4 | 3
CC1=NN(c2ccc(C(=O)O)c(N)c2)C(=O)C1 | -7 | 18 | 4 | 10 | -6.2 | -2 | -5 | 2 | 0 | 1
Cc1ccc(Cn2cc(CCC(=O)O)c3ccccc32)cc1 | 6 | 2 | 5 | 4 | -1.9 | 2 | 0 | 7 | -2 | 4
COC(=O)c1ccccc1NC(=O)c1cccc(NC(=O)c2ccc(Br)o2)c1C | -2 | -9 | -14 | 10 | -1.1 | -3 | 2 | -4 | -2 | 3
O=C(CCc1nc(-c2ccccc2)no1)NCc1cccnc1 | -6 | -1 | 0 | -14 | 0.1 | 2 | -8 | -4 | -1 | 1
Cc1ccc(C)c(S(=O)(=O)N2CC(=O)N(CCc3ccccc3)C(=O)C2)c1 | -10 | 8 | -8 | -5 | 1.4 | -5 | 2 | -5 | -3 | -4
O=C(NCC(c1ccco1)N1CCCC1)c1ccc(-n2cccn2)cc1 (stereo unspecified) | -15 | -10 | -1 | 4 | 1.6 | 4 | 3 | 9 | -3 | -7
Cc1cccc(C)c1NC(=O)CS(=O)CC(=O)Nc1ccc(N2CCOCC2)cc1 (stereo unspecified) | -2 | 0 | -1 | 18 | -3.3 | -6 | 2 | 0 | -4 | 0
COc1cc(OC)cc(-c2cc(NC(C)=O)n[nH]2)c1 | 5 | 1 | 1 | -5 | -0.6 | -3 | 2 | 2 | 1 | 6
Cn1cnnc1SCC(=O)Nc1ncc([N+](=O)[O-])s1 | -2 | 13 | -1 | 3 | -1.9 | 1 | -10 | 16 | 3 | 2
CCOC(=O)C(NC(=O)c1cccc(Cl)c1)(OCc1ccc(F)cc1)C(F)(F)F (stereo unspecified) | -13 | -8 | -26 | -3 | -1.7 | -8 | -1 | -6 | -3 | -11
Cc1c(Cl)ccc2c(C(=O)O)cc(-c3ccccc3)nc12 | -14 | -3 | -19 | 1 | 4.5 | -4 | -2 | 22 | -1 | 5
Cc1ccc(S(=O)(=O)NC[C@H]2O[C@@H](n3cnc4c(N)ncnc43)[C@H](O)[C@@H]2O)s1 | 8 | 1 | 4 | -2 | 1.3 | -3 | 1 | 6 | -3 | -1
CCc1c(C)[nH]c2ccccc2c1=O | -2 | 2 | 5 | -3 | 1.3 | 4 | -2 | 6 | 0 | -1
CNC(=O)COc1ccc(S(=O)(=O)N2CCCC2)cc1 | 7 | 1 | -8 | -3 | -2.9 | 2 | 3 | 0 | -2 | 1
CC(=O)Nc1ccc(NC(=O)CCNC(=O)c2ccccc2Cl)cc1 | 3 | -3 | 2 | -11 | 1.7 | 3 | 0 | 2 | -3 | 3
O=c1oc2ccccc2nc1/C=C(O)/C=C/c1ccc(F)cc1 | -7 | 24 | 3 | 10 | -0.6 | 1 | -4 | 13 | 1 | 2
COc1ccc(Cl)cc1NC(=O)c1cc(-c2ccco2)on1 | -10 | -20 | -5 | 3 | 0.5 | 1 | 0 | 18 | -4 | 8
CCCOC(=O)Cn1c(=O)c2cc3c(=O)n(CC(=O)OCCC)c(=O)c3cc2c1=O | -21 | 8 | 4 | 9 | 0.1 | -7 | -3 | 0 | 0 | -3
C[C@@H]1CN([C@@H](C)CO)S(=O)(=O)c2ccc(Br)cc2O[C@H]1CN(C)C(=O)Nc1ccc2c(c1)OCO2 | 10 | 6 | -15 | 8 | 0.9 | -1 | 2 | 3 | 1 | 1
COC(=O)C1=C(C)N(Cc2ccccc2C(F)(F)F)C(=NCc2ccc(C(F)(F)F)cc2)NC1c1ccccc1 (stereo unspecified) | 1 | 14 | . | 12 | -0.7 | -5 | -4 | 2 | -2 | -12
COC(=O)/C(=C/c1ccc(F)cc1)NC(C)=O | -9 | 0 | 6 | -2 | -3.1 | -1 | -3 | 1 | -2 | 0
COCc1nnc(NC(=O)c2cc3ccccc3o2)s1 | 6 | -1 | 2 | 8 | -1.1 | 2 | -5 | 5 | 2 | 1
C=CCN(C(=O)c1csnn1)C(C(=O)NCc1ccccc1)c1cccs1 (stereo unspecified) | 10 | -6 | -100 | -2 | -1.0 | -4 | 6 | 0 | 8 | -4
O=C(Nc1ccc(Br)cc1)OCCCN1CCC2(CCCCC2)C1=O | . | 5 | . | . | . | -4 | 2 | 5 | -5 | -1
CC(=O)NCCNC(=O)C1CCCCN1S(=O)(=O)c1ccccc1 (stereo unspecified) | -2 | -6 | 0 | 4 | -1.5 | -5 | -6 | 6 | -5 | 2
O=C(COc1ccc(Cl)cc1Cl)Nc1c(-c2cccs2)nc2ccccn12 | 14 | -3 | -3 | 2 | 0.0 | 4 | -8 | 1 | 4 | -1
NCC1CC2c3ccccc3C1c1ccccc12 (stereo unspecified) | -2 | 3 | 2 | 0 | -0.6 | -9 | 0 | 4 | -5 | -35
CN(C)c1ccc(C(=O)OCc2cc(=O)n3ccsc3n2)cc1 | -9 | 2 | 2 | 8 | -1.7 | 0 | -9 | 2 | 2 | 2
COC(=O)c1ccc(CSc2nc3ccccc3c(=O)n2-c2ccc(OC)c(OC)c2)o1 | 5 | -5 | -28 | -7 | 1.1 | 18 | 4 | 1 | -1 | 12
O=C(CN1CCN(C/C=C/c2ccccc2)CC1)Nc1ccccc1C(=O)NC1CC1 | 0 | 11 | -1 | 0 | -0.7 | -3 | 3 | -7 | -2 | 3
CCOc1ccc(N(CC(=O)Nc2cccc(C)c2)S(C)(=O)=O)cc1 | 8 | -5 | -5 | -3 | 0.3 | -1 | 4 | 1 | -2 | -3
O=C(Nc1sc2c(c1C(=O)O)CCCCC2)c1ccccc1 | -5 | 12 | -14 | 5 | 2.4 | -5 | 1 | 29 | 0 | 0
Cc1ccc(Cn2cc(C(=O)NN)c(=O)c3ccc(F)cc32)cc1 | -10 | 2 | -15 | -8 | -0.9 | 16 | 0 | 0 | -1 | 8
OCCNc1nc(C2CC2)nc2c1nnn2Cc1ccccc1Cl | -14 | -2 | -10 | 1 | 0.1 | 14 | -3 | -3 | -4 | 12
Cc1ccc(/C=C/C(=O)NCc2ccncc2)cc1 | -1 | 6 | 2 | -25 | -1.9 | 4 | 0 | -1 | 0 | 0
Cc1ccc(CNc2ccc3c(c2)ncn3C)cc1 | -9 | 3 | 3 | 5 | -4.9 | 0 | -3 | -3 | 3 | 2
CN(C)S(=O)(=O)c1ccc(N2CCCC2)c(C(=O)Nc2ccccc2)c1 | 6 | 8 | 4 | 3 | 0.4 | 6 | -5 | 3 | 0 | 3
COc1ccccc1C(=O)COC(=O)c1cccc(S(=O)(=O)N2CCCC2)c1 | 4 | 1 | -18 | 1 | -1.0 | 5 | 6 | 1 | 0 | 1
CCCCCCC1CC(=O)NC(=O)N1 (stereo unspecified) | 1 | -1 | 4 | -2 | -1.4 | -1 | 2 | -3 | 0 | 7
COc1ccc(Cn2c(=O)[nH]c3cc(C(=O)NCCCN4CCCC4=O)ccc3c2=O)cc1 | 3 | 0 | 4 | 12 | 3.5 | -1 | -2 | -1 | 2 | -1
Nc1cccc(NP(=O)(c2ccccc2)c2ccccc2)c1 | 8 | 7 | 0 | 2 | 1.2 | 2 | -1 | 2 | 4 | -3
C[C@H](CO)N1C[C@H](C)[C@@H](CN(C)C(=O)CN2CCOCC2)Oc2cc(Br)ccc2S1(=O)=O | -2 | 3 | -1 | -3 | 1.7 | -3 | 5 | 0 | -3 | 4
CC(=O)Nc1cccc(C(=O)OCC(=O)N2CCC(c3ccccc3)=N2)c1 | -8 | -15 | 2 | 8 | 0.1 | -8 | -2 | 2 | 2 | -1
CCOCCCNC(=O)c1c[nH]c2c(CC)cccc2c1=O | -5 | -3 | -1 | -6 | -1.0 | 2 | -4 | -3 | -2 | -2
Cc1nnc(SCC(=O)c2ccc(S(=O)(=O)N3CCOCC3)cc2)n1-c1ccccc1 | 13 | -6 | 1 | 13 | 1.3 | 1 | 6 | 10 | -5 | -3
COc1ccccc1N(CC(=O)N(CC(C)C)CC(C)C)S(=O)(=O)c1cccs1 | -9 | 6 | -10 | 1 | -2.4 | -11 | 10 | -11 | 3 | -34

Random excerpt: 2 records from the list, in no set order.
SMILES | ASAP1 GAP inh | ABHD4 inh | HTRA1 inh | ARFGAP1 inh | PG9 Ab binder | NPR2 activator | NR1D1 modulator | rCAG RNA binder | SMARCA2 activ | GC-A act
COc1ccccc1N(CC(=O)N(CC(C)C)CC(C)C)S(=O)(=O)c1cccs1 | -9 | 6 | -10 | 1 | -2.4 | -11 | 10 | -11 | 3 | -34
CN(C)S(=O)(=O)c1ccc(N2CCCC2)c(C(=O)Nc2ccccc2)c1 | 6 | 8 | 4 | 3 | 0.4 | 6 | -5 | 3 | 0 | 3

Part of the list above in order of number of heavy atoms, lowest first.
SMILES | ASAP1 GAP inh | ABHD4 inh | HTRA1 inh | ARFGAP1 inh | PG9 Ab binder | NPR2 activator | NR1D1 modulator | rCAG RNA binder | SMARCA2 activ | GC-A act
Nc1cccc(NP(=O)(c2ccccc2)c2ccccc2)c1 | 8 | 7 | 0 | 2 | 1.2 | 2 | -1 | 2 | 4 | -3
CC(=O)Nc1cccc(C(=O)OCC(=O)N2CCC(c3ccccc3)=N2)c1 | -8 | -15 | 2 | 8 | 0.1 | -8 | -2 | 2 | 2 | -1
COc1ccccc1C(=O)COC(=O)c1cccc(S(=O)(=O)N2CCCC2)c1 | 4 | 1 | -18 | 1 | -1.0 | 5 | 6 | 1 | 0 | 1

Other results:
SMILES | ASAP1 GAP inh | ABHD4 inh | HTRA1 inh | ARFGAP1 inh | PG9 Ab binder | NPR2 activator | NR1D1 modulator | rCAG RNA binder | SMARCA2 activ | GC-A act
Nc1nc(SCc2ccccc2)c2ncn(CCO)c2n1 | -3 | -1 | 1 | -3 | 0.7 | 5 | -5 | 1 | -5 | -1
Cn1c(=O)oc2cc(S(=O)(=O)NC3CCCCC3)ccc21 | -2 | -2 | -1 | -11 | -0.2 | 10 | -3 | -3 | -2 | -5
Cc1ccc(S(=O)(=O)NN2C(=O)c3ccccc3NC2c2ccccc2F)cc1 (stereo unspecified) | 13 | -1 | -1 | -3 | 0.1 | -6 | -3 | -1 | -1 | -17
CC1=CC(c2ccccc2)n2nc(N3C(=O)CCC3=O)nc2N1 (stereo unspecified) | 13 | 0 | -9 | 4 | 0.2 | 4 | 3 | 0 | 1 | 0
CCC(Sc1nc2c(cnn2-c2ccccc2)c(=O)[nH]1)C(=O)OC (stereo unspecified) | 9 | 3 | 5 | 2 | 0.5 | 1 | -3 | 8 | -1 | 6
Cc1c(NC(=O)C2CC=CCC2C(=O)O)c(=O)n(-c2ccccc2)n1C (stereo unspecified) | -3 | 0 | -3 | -11 | -1.3 | 1 | 0 | -1 | 1 | 0
O=C(Cn1nc(C(F)(F)F)c2c1CCCC2)NCCN1CCOCC1 | 7 | 1 | 4 | 7 | -1.0 | 5 | -3 | 0 | -4 | 3
CC(C)C[C@H]1CNC(=S)N1C[C@H]1CCCN1C[C@H](CC(C)C)N1C[C@H](Cc2ccc(O)cc2)N(CC2CCCCCC2)C1=S | -4 | 9 | . | 5 | -0.8 | 3 | 5 | 5 | -2 | 2

Assay outcomes: PubChem, several laboratories
